# TGFb inhibitor = qHTS for Inhibitors of TGF-b | 410,000 tested, 1.2% active | Potency, µM (highest dose often 46.1 µM), for the others: at the top dose activity, negative = inhibition, usual class: inhibitors | HepG2 CAGA-GFP TGF-b/SMAD3 reporter, GFP fluorescence, 18 h; TGF-beta stimulated, 500 pg/mL final; also: potency is read from the fitted curve at half-maximal effect; % is scaled to controls: 0 for no effect and ±100 for the full control effect; nearly all actives have a fitted effect of over 65% in size
#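 Inhibition was scored as loss of TGF-beta-induced (500 pg/mL final, 18 hours, 37 degrees C) GFP in HEPG2 cells carrying a CAGA-GFP reporter, in DMEM with 1% FBS. Well GFP was summed per cell; Activity was normalised to unstimulated and stimulated DMSO wells, then concentration-response fitting.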
# Nrf2 block = Nrf2 qHTS screen for inhibitors. A549 ARE-Fluc reporter, luciferase luminescence, 18-24 h. Potency, µM (top dose mostly 46 µM), for the others: at the highest dose activity change, negative = inhibition, usual class: inhibitors. 360,000 tested, 2.1% active; also: potency is read from the fitted curve at half-maximal effect; % is scaled to controls: 0 for no effect and ±100 for the full control effect; nearly all actives have a fitted effect of over 60% in size
#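 A549 ARE_Fluc cells (5000/well, 5% FBS OPTI-MEM) pre-incubated 2 h, then treated with compounds 18-24 h at 37C/5% CO2 in concentration-response. CellTiter-Fluor viability read first; BugLite luciferase luminescence after 15 min at room temperature gives Nrf2 activity.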
# HepG2 tox = qHTS for Inhibitors of TGF-b: Cytotox Counterscreen | HepG2 CAGA-GFP viability, ATP luminescence, 18 h | 410,000 tested, 0.76% active | Potency, µM (series often up to 46.1 µM), for inactives: at the highest dose activity change, negative = cytotoxicity, hits mostly cytotoxic; also: potency is read from the fitted curve at half-maximal effect; some results filed as inactive show a strong effect at the top dose
#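 HepG2 CAGA-GFP cells (1000/well, DMEM with 1% FBS) received compound, then TGF-beta at 500 pg/mL final, and were incubated 18 hours at 37 degrees C. Viability was read by CellTiter-Glo luminescence. Media-only wells were set as complete cell-killing and DMSO as no toxicity.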
# CCT chaperon mod = High-Throughput Screening for Modulators of Cytosolic Chaperonin Activity | activity change, % (test concentration not listed), hits read low | 360,000 tested, 0.3% active | purified chaperonin ATPase assay, HTRF ADP detection, 30 min; in the data active = activity change below about -30%; also: % is scaled to controls: 0 for no effect and ±100 for the full control effect
#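 First, chaperonin was dispensed at 40 nM or 20 nM final depending on batch activity. Next, compounds were pinned at 76 uM and ATP added at 10 uM. After 30 min at 37 °C, ADP detection reagents ran 30 min at ambient temperature.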
# Mm-Cpn inhibitor = Inhibitors of TCP-1 ring complex (TRiC) of Methanococcus maripaludis (MmCpn): qHTS. purified Mm-Cpn ATPase, ADP Transcreener TR-FRET. 330,000 tested, 0.031% active. Chaperonin Mm-Cpn (Methanococcus maripaludis). Potency, µM (highest dose often 76.9 µM), without a hit: at the top dose activity, negative = inhibition, usual class: inhibitors; also: potency is read from the fitted curve at half-maximal effect; % is scaled to controls: 0 for no effect and ±100 for the full control effect; nearly all actives have a fitted effect of over 80% in size
#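 ATPase read-out: TR-FRET ADP immunoassay (anti-ADP Eu cryptate vs ADP-d2), ex 320 nm, em 590/665 nm; signal drops as ADP forms. Enzyme 25 nM, ATP 10 uM, 30 min at 37°C after 10 min compound preincubation.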
# A549 viability = Nrf2 qHTS screen for inhibitors: counterscreen for cytotoxicity. A549 ARE-Fluc cells, CellTiter-Fluor viability, 18-24 h. Potency, µM (series often up to 46 µM), for the others: at the highest dose activity change, negative = cytotoxicity, usual class: inhibitors. 390,000 tested, 0.16% active; also: potency is read from the fitted curve at half-maximal effect; % is scaled to controls: 0 for no effect and ±100 for the full control effect
#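 A549 ARE_Fluc cells in 5% FBS OPTI-MEM were exposed to compounds in concentration-response for 18-24 h at 37 deg C. Viability was read by CellTiter-Fluor fluorescence (Ex 405/Em 525) after 30 min, before the luciferase read.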
# Nrf2 ARE act = qHTS of Nrf2 Activators; AREc32 ARE-luciferase reporter (MCF7-derived line), luminescence, 24 h; Potency, µM (doses to about 46.1 µM), for the others: at the top dose activation, hits mostly activators; 410,000 tested, 0.31% active; also: potency is read from the fitted curve at half-maximal effect; % of control where 0% means no effect; nearly all actives have a fitted effect of over 65% in size
#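 Luminescent ARE reporter assay in AREc32_Fluc cells: overnight plating at 37 deg C, 24 hr compound incubation, Steady-Glo added, 30 min RT before reading.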
# ATXN viability = Viability Counterscreen for Primary qHTS for Inhibitors of ATXN expression | Potency, µM (series often up to 56.7 µM), hits mostly cytotoxic | S2 cells (HEK-293 line with an ATXN2-luciferase reporter) viability, CellTiter-Fluor protease fluorescence, 24 h | 400,000 tested, 0.49% active; also: potency is read from the fitted curve at half-maximal effect; nearly all actives have a fitted effect of over 40% in size
# pAkt inh = HTS Assay for Inhibitors of Akt Phophorylation: Primary Screen; Neuro2A IGF-stimulated pAkt S473 HTRF, 20 min; stronger effect = lower value; activity change, % for hits at 50 µM; 360,000 tested, 0.32% active; AID 651550, 2012; in the data active = activity change below about -80%; inconclusive = mostly about -51% to -80%; also: % is scaled to controls: 0 for no effect and ±100 for the full control effect
#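 Single-point screen (50 µM final compound) in Neuro2A cells stimulated 20 min with 6 nM IGF at 37 deg C. After lysis, Ser473-phosphorylated Akt read by HTRF (ex 330 nm, em 615/665 nm) as the 665/615 ratio.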
# Active calls of the source: *; i = inactive; ? = inconclusive; . = not tested or not shown; & = joins results of further samples; ! = repeats disagree. Unless noted, calls follow the shape of the dose curve; as a rule, active = well fitted curve in the direction sought with a large enough effect; inconclusive = small, poorly fitted or top-dose-only effect, or another doubt; inactive = no such curve, though single readings can be large; an effect the other way counts as inactive or inconclusive.
SMILES,TGFb inhibitor,Nrf2 block,HepG2 tox,CCT chaperon mod,Mm-Cpn inhibitor,A549 viability,Nrf2 ARE act,ATXN viability,pAkt inh
Cc1csc(N/N=C/c2c(F)cccc2Cl)n1,?,?,-29.3%,-3.6,-0.3%,-3.0%,?,i,i
CCCCc1n(CC(=O)c2ccc(Cl)cc2)c2ccccc2[n+]1C,2.7%,20.1%,2.7%,-1.5,0.5%,9.1%,-0.3%,i,i
Oc1ccc(C23CC4CC(CC(C4)C2)C3)cc1O,-21.0%,-5.7%,-2.8%,-0.9,-1.1%,15.5%,-0.7%,.,i
COC(=O)c1c(-c2ccc(OC)cc2)sc2cc3c(cc12)OCO3,?,?,-18.0%,-2.0,50.1µM*,14.3%,4.0%,i,i
C[C@@H]1CN([C@@H](C)CO)C(=O)Cc2cc(NC(=O)Nc3ccc(C(F)(F)F)cc3)ccc2O[C@@H]1CN(C)S(=O)(=O)c1ccc(Cl)cc1,?,?,-43.5%,-1.2,1.1%,?,-4.0%,?,i
Cc1cc(C(=O)N/N=C/c2cc(Cl)cc([N+](=O)[O-])c2O)n[nH]1,-11.7%,-9.8%,1.8%,0.9,-6.2%,-18.9%,2.7%,i,i
O=C(CCN1C(=O)/C(=C\c2ccccc2)SC1=S)N1CCCCC1,-12.5%,3.5%,-4.8%,-0.1,-0.1%,-2.6%,?,?,i
O=C(Nc1ccc(Cl)cc1)Nc1ccc(N2CCC(C(F)(F)F)CC2)nc1,0.0%,14.0%,-57.1%,0.9,-0.4%,2.8%,0.7%,i,i
COc1ccccc1N1CCN(c2cc(C)nc3nc(-c4ccc(C)cc4)nn23)CC1,?,13.4%,-9.7%,.,.,-0.4%,0.3%,i,.
O=C(COC(=O)c1ccco1)NCC1CCCCC1,-0.4%,4.5%,-0.1%,-2.2,0.8%,0.5%,-0.5%,i,i
FC(F)(F)c1cccc(-n2cc(-c3ccccc3)c3c(N4CCCCC4)ncnc32)c1,-1.1%,.,-3.3%,.,.,13.7%,-0.2%,.,.
Cc1occc1C(=O)Nc1cccc(C(=O)NCc2ccccc2)c1,-21.7%,-11.5%,-23.8%,0.2,2.5%,1.7%,-0.3%,i,i
Cc1ccc(/C(O)=C/c2nc3cc(C)ccc3oc2=O)cc1,-2.1%,0.7%,8.6%,1.5,-1.7%,-2.1%,-0.3%,i,i
COc1cc2c(cc1OC)-c1nnc(-c3cccs3)n1C1(CCCC1)C2,-4.3%,.,-1.8%,-2.7,-1.6%,-0.8%,-0.6%,i,i
CCOC(=O)c1cccc(NC(=O)c2cc3c(-c4cccc(OC)c4)nn(C)c3s2)c1,9.3%,?,2.6%,.,.,-5.3%,3.7%,?,.
O=C1CC(c2ccccc2)CC(O)=C1C=NCCCN1CCOCC1 (stereo unspecified),14.1%,-15.3%,-0.4%,-2.3,-2.6%,-2.1%,0.2%,i,i
O=C(NCCN1CCOCC1)c1cccnc1SCc1ccccc1Cl,0.7%,-3.5%,-2.5%,0.3,-0.5%,-3.3%,-2.6%,i,i
Cc1nn(CC2CC2)c(=O)n1-c1ccc(F)cc1,27.5%,14.8%,-1.3%,0.7,-0.3%,1.4%,-0.8%,i,i
CC(=O)Nc1ccc(N/C=C2/CCCC2=O)cc1,0.0%,15.3%,-8.3%,0.3,-3.8%,1.5%,4.0%,i,i
O=C(CSc1nc(-c2cccs2)cc(C(F)(F)F)n1)Nc1cc(OCC(F)(F)F)cc([N+](=O)[O-])c1,-5.1%,?,19.0%,1.9,2.6%,-4.5%,-0.7%,15.8µM*,i
CC1(C)Nc2ccc(O)cc2-c2c1ssc2=S,-23.7%,-26.5%,2.1%,-4.0,-6.9%,-2.4%,?,?,i
O=C(CCCN1C(=O)c2ccccc2C1=O)NC1CCCCCC1,13.4%,.,2.4%,-1.1,1.1%,-1.1%,-0.7%,i,i
CCOC(=O)C1CCN(C(=O)C2CCN(S(=O)(=O)c3c(C)noc3C)CC2)CC1,7.2%,7.4%,-2.7%,-2.2,1.0%,-3.1%,-0.1%,i,i
COc1ccc(C(=O)N2[C@@H](C(C)C)COc3cc(Br)ccc3S2(=O)=O)cc1,?,?,-9.5%,-1.2,.,-18.7%,0.2%,?,i
NNC(=O)C(=O)Nc1ccc(O)cc1,-16.1%,?,-1.1%,0.6,0.3%,-21.3%,3.6%,i,i
SMILES,TGFb inhibitor,Nrf2 block,HepG2 tox,CCT chaperon mod,Mm-Cpn inhibitor,A549 viability,Nrf2 ARE act,ATXN viability,pAkt inh
COc1cccc(/C=C/C(=O)N2CC(C)OC(C)C2)c1OC (stereo unspecified),4.3%,?,3.4%,-0.2,-7.7%,-11.3%,?,i,i
CCOc1ccc(Br)cc1S(=O)(=O)NC1=NCCCCC1,8.2%,0.5%,-8.8%,-1.1,0.9%,-9.5%,-0.1%,i,i
O=[N+]([O-])c1ccc(O)c(/C=N/n2c(-c3ccccc3)n[nH]c2=S)c1,-7.4%,-2.2%,-17.6%,0.9,2.5%,-19.0%,0.7%,i,i
COc1cc(/C=C/C(=O)OC(C)C(=O)Nc2c(C)n(C)n(-c3ccccc3)c2=O)ccc1O (stereo unspecified),0.0%,-1.9%,0.6%,1.0,0.8%,-2.7%,-0.7%,i,i
Cc1nn(-c2ccc(Cl)nn2)c(=O)c2ccccc12,-16.1%,?,-6.5%,1.0,2.4%,6.5%,1.9%,i,i
CC(C)Cc1cc(C(=O)Nc2ccc(Br)cc2)no1,-11.8%,?,-27.3%,0.6,-0.9%,-6.1%,0.3%,i,i
COc1ccc2nc3oc(C(=O)N4CCN(c5cc(C)ccc5C)CC4)cc3cc2c1,2.0%,?,-21.5%,.,.,17.7%,0.5%,i,.
CCCCCc1cc(=O)oc2c(C(CCN3CCCCC3)c3ccc(OC)cc3)c(OC)cc(OC)c12 (stereo unspecified),?,-2.1%&3.9%,11.2µM*!,-3.1,0.5%,-10.4%&-22.3%,-2.7%,31.6µM*,i
CCCS(=O)(=O)NC(=O)C1(C)CCN(C(=O)c2cc(-c3cccs3)oc2C)C1 (stereo unspecified),-0.4%,.,-5.0%,-0.4,.,.,0.3%,i,i
Cc1ccc(NC(=O)C2CCN(C(=O)c3cnn(-c4ccccc4)c3-n3cccc3)CC2)cc1,11.2µM*,?,-7.8%,.,.,-9.8%,7.3%,i,.
O=c1c2ccccc2nc(-c2ccccc2Cl)n1O,-9.7%,-5.6%,-0.9%,0.6,-9.2%,0.2%,0.2%,i,i
Cc1cccc(N(C(=O)Cc2cccs2)C(C(=O)NC2CCCC2)c2ccncc2)c1 (stereo unspecified),0.9%,-10.1%,0.0%,1.1,0.0%,-10.1%,-0.4%,i,i
CCOc1ccccc1OCCCOc1ccc(C)cc1Br,-5.1%,28.8%,2.5%,-1.9,2.3%,5.5%,2.3%,i,i
Cc1ccc(S(=O)(=O)N(C)C[C@H]2Oc3cc(C#Cc4ccccc4)ccc3S(=O)(=O)N([C@H](C)CO)C[C@@H]2C)cc1,0.4%,.,-14.6%,0.6,.,.,-0.3%,i,i
CC(=O)c1ccc(NC(=O)c2cc(CC(C)C)nc3ccccc23)cc1,-7.0%,19.1%,-89.8%,1.2,-1.3%,5.5%,2.8%,i,i
Cc1ccc(C)c(OCCC(=O)Nc2ccccc2C(=O)NC2CC2)c1,-1.6%,-0.6%,-16.6%,-1.6,1.1%,-2.8%,0.0%,i,i
COc1cc(SC)ccc1C(=O)NCCOc1c(C)cc(C)cc1C,-8.5%,2.7%,-37.7%,-1.2,-0.3%,2.4%,-0.9%,i,i
COc1cccc(-c2nc(S(=O)(=O)c3ccccc3)c(N3CCOCC3)o2)c1,?,?,1.2%,2.0,-0.9%,-0.8%,0.4%,i,i
CCC(=O)Nc1c(S(=O)(=O)c2ccccc2)c2nc3ccccc3nc2n1Cc1ccccc1,-27.9%,14.6µM*,-2.8%,-0.4,-3.5%,-27.1%,0.2%,i,i

# An excerpt from above, limited to Mm-Cpn inhibitor and ATXN viability:
canonical_smiles | Mm-Cpn inhibitor | ATXN viability
CCOc1ccccc1OCCCOc1ccc(C)cc1Br | 2.3% | i
O=C(CCN1C(=O)/C(=C\c2ccccc2)SC1=S)N1CCCCC1 | -0.1% | ?

# Two compounds drawn at random from the list so far, as already listed:
SMILES,TGFb inhibitor,Nrf2 block,HepG2 tox,CCT chaperon mod,Mm-Cpn inhibitor,A549 viability,Nrf2 ARE act,ATXN viability,pAkt inh
Cc1ccc(C)c(OCCC(=O)Nc2ccccc2C(=O)NC2CC2)c1,-1.6%,-0.6%,-16.6%,-1.6,1.1%,-2.8%,0.0%,i,i
COc1cccc(-c2nc(S(=O)(=O)c3ccccc3)c(N3CCOCC3)o2)c1,?,?,1.2%,2.0,-0.9%,-0.8%,0.4%,i,i

# A few values from above.
# `CCCCCc1cc(=O)oc2c(C(CCN3CCCCC3)c3ccc(OC)cc3)c(OC)cc(OC)c12` (stereo unspecified) | ATXN viability = 31.6µM*
# `Cc1cccc(N(C(=O)Cc2cccs2)C(C(=O)NC2CCCC2)c2ccncc2)c1` (stereo unspecified) | Nrf2 block = -10.1%
# `Cc1ccc(NC(=O)C2CCN(C(=O)c3cnn(-c4ccccc4)c3-n3cccc3)CC2)cc1` | Nrf2 ARE act = 7.3%

# High-throughput results from PubChem.

# The order is random (roughly 4.4% active in at least one column).
